HTT cytoprotect = qHTS Multiplex Assay to Identify Dual Action Probes in a Cell Model of Huntington: Cytoprotection (ATP). AID 1471, 2008. PC12 HTT-Q103 induced, cytoprotection, ATP luminescence, 40 h. 230,000 compounds, 0.14% hits. Potency, µM (series often up to 56.4 µM), for the others: cytoprotection (ATP increase), usual class: activators;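 further: % of control where 0% means no effect; nearly all actives have a fitted effect of over 45% in size; toxic huntingtin expression switched on by the ecdysone agonist tebufenozide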
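Huntington model: PC12 line, ecdysone-inducible HTTQ103 exon1–GFP, tebufenozide 100 nM. Test articles in a dose series. Endpoint luminescence from cellular ATP.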
Tau fluor counter = Counterscreen qHTS for Inhibitors of Tau Fibril Formation, Fluorescence Polarization; AID 1463, 2008; Potency, µM (highest dose often 57.7 µM), without a hit: top-dose activity change, negative = decrease; 280,000 compounds, 0.93% hits; tau K18 P301L Alexa594 fluorescence, heparin fibrillization; further: on the % scale 0 is the no-effect control and ±100 the full control effect; nearly all actives have a fitted effect of over 55% in size
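Human K18 P301L tau (15 uM unlabeled plus 0.24 uM Alexa 594-labeled, final) in 100 mM sodium acetate pH 7 was mixed with compound and 20 uM heparin and incubated 6 hr at 37 C.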
RECQ1 helicase = qHTS Assay for Inhibitors of RecQ-Like Dna Helicase 1 (RECQ1). RECQ1 DNA unwinding, red fluorescence kinetic read. Potency, µM (doses to about 57.3 µM), inactives show at the top dose activity, negative = inhibition, hits mostly inhibitors. 240,000 compounds, 0.54% hits;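 further: plate controls were vehicle for no effect and no enzyme for full effect; nearly all actives have a fitted effect of over 30% in size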
Target sequence (P46063 whole entry, looked up): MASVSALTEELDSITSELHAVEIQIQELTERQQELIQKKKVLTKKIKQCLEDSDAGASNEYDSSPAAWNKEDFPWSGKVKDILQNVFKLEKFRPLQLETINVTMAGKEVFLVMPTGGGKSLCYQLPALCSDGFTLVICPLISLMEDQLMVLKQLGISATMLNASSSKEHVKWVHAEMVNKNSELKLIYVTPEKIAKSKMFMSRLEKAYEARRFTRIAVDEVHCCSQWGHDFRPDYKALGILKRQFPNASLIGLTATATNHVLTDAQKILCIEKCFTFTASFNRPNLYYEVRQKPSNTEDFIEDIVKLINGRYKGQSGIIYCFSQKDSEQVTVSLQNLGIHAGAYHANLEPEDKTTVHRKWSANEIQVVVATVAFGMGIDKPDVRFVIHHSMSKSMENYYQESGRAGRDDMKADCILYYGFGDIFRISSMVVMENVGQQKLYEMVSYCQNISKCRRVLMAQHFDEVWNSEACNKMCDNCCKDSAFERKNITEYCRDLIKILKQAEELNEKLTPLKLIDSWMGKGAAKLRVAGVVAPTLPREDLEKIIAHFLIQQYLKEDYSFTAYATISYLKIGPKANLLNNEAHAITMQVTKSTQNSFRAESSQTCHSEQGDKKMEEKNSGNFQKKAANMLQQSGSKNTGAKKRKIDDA
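RECQ1T1 50 nM; forked duplex (20 bp + 30-nt ss tails) 200 nM, ATP 2 mM final; pH 8.0, 2 mM MgCl2, 2.5 ug/ml poly(dI-dC); 15 min compound preincubation; discontinuous kinetic read over 2 h at RT.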
L3MBTL1 block = qHTS Assay for the Inhibitors of L3MBTL1; 230,000 compounds, 0.66% hits; Lethal(3)malignant brain tumor-like protein 1 (Homo sapiens), Q9Y468; AID 485360, 2010; Potency, µM (series often up to 57.1 µM), without a hit: at the highest dose activity, negative = inhibition, usual class: inhibitors; AlphaScreen L3MBTL1–H3K9me1 peptide binding; further: on the % scale 0 is the no-effect control and ±100 the full control effect; nearly all actives have a fitted effect of over 60% in size
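L3MBTL1 50 nM + b-AHA-H3(1-15)K9me1 75 nM, 30 min RT; compound added, 30 min RT; streptavidin donor/Ni-chelate acceptor beads 10 ug/mL each final, 30 min RT dark; AlphaScreen read.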
TexasRed fluor = Total Fluorescence Counterscreen for Inhibitors of the Interaction of Thyroid Hormone Receptor and Steroid Receptor Coregulator 2. AID 1479, 2009. Potency, µM (top dose mostly 106 µM), without a hit: at the highest dose fluorescence change, negative = quenching. 280,000 compounds, 0.29% hits. TRb/SRC2 Texas Red total fluorescence interference; active means well fitted curve in either direction with a large enough effect; inconclusive means small, poorly fitted or top-dose-only effect; further: on the % scale 0 is the no-effect control and ±100 the full control effect
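Flags fluorescent or light-absorbing compounds by total fluorescence, S + 2P, at 555 nm excitation and 632 nm emission. Mixture: 20 nM Texas Red SRC2 peptide, 0.6 uM human TRb LBD, 1 uM T3, 5% DMSO; compound exposure 5 h at ambient temperature.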
TRb-SRC2 inh = qHTS for Inhibitors of the Interaction of Thyroid Hormone Receptor and Steroid Receptor Coregulator 2 | TRbeta-SRC2 peptide binding, fluorescence polarization; receptor liganded with 1 µM T3 | AID 1469, 2008 | Thyroid hormone receptor beta (Homo sapiens), P10828 | Potency, µM (series often up to 106 µM), for the others: at the top dose activity change, negative = inhibition, most hits filed as inhibitors | 280,000 compounds, 0.065% hits;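 further: plate controls were bound peptide for no effect and peptide without receptor for full effect; nearly all actives have a fitted effect of over 50% in size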
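Read-out is fluorescence polarization (555 nm excitation, 632 nm emission) of a Texas Red SRC2 coactivator peptide; loss of signal reflects blocked binding to human TRb ligand-binding domain in the presence of 1 uM T3.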
Tau fibril FP = qHTS for Inhibitors of Tau Fibril Formation, Fluorescence Polarization; Microtubule-associated protein tau (Homo sapiens), P10636; K18 P301L tau heparin fibrillization, Alexa594 FP, 6 h; Potency, µM (series often up to 57.7 µM), without a hit: at the highest dose activity, negative = inhibition, actives largely listed as inhibitors; 280,000 compounds, 0.39% hits; AID 1468, 2008; further: on the % scale 0 is the no-effect control and ±100 the full control effect; nearly all actives have a fitted effect of over 55% in size
Target sequence (P10636 561-689 P618L limits assumed): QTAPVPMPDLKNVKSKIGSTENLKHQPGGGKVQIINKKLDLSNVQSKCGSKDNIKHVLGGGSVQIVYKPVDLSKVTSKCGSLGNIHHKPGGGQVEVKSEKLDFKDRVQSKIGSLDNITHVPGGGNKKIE
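K18 P301L tau (15 uM unlabeled/0.24 uM Alexa 594-labeled, final) + compound + heparin 20 uM final; 100 mM NaOAc pH 7; 6 hr 37 C; ThT 30 uM final added, 1 hr RT; FP ex 555/em 632 nm.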
Tau fibril ThT = qHTS for Inhibitors of Tau Fibril Formation, Thioflavin T Binding | Microtubule-associated protein tau (Homo sapiens), P10636 | recombinant tau K18 P301L, heparin-induced fibrillization, ThT fluorescence | Potency, µM (highest dose often 57.4 µM), for the others: at the highest dose activity, negative = inhibition, actives largely listed as inhibitors | 270,000 compounds, 2.1% hits | AID 1460, 2008; further: on the % scale 0 is the no-effect control and ±100 the full control effect; nearly all actives have a fitted effect of over 55% in size
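ThT emission at 510 nm, taken 1 hr after adding 30 uM dye, quantifies aggregates formed when 20 uM heparin acts on human tau K18 P301L for 6 hr at 37 C.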
* = called active by the depositor; i = inactive; u = inconclusive; x = no result given; & = joins results of further samples; [ ] = dose if it differs, or a comment. Unless noted, the call rests on the fitted dose curve; in most records, active means well fitted curve in the direction sought with a large enough effect; inconclusive means small, poorly fitted or top-dose-only effect, or another doubt; inactive means no such curve, though single readings can be large; an effect the other way counts as inactive or inconclusive. Potency means the concentration at half of the fitted maximal effect. Only part of the results is shown; count on the stated rates, not on these rows.

Each structure is followed by: HTT cytoprotect, Tau fluor counter, RECQ1 helicase, L3MBTL1 block, TexasRed fluor, TRb-SRC2 inh, Tau fibril FP, Tau fibril ThT
- COc1cc(NC(=O)c2cnn3c(C)cc(C)nc23)c(OC)cc1Cl
    3%[10 µM], -6%, -1%, u, -5%, -5%, 4%, -21%
- O=C(c1n[nH]c(=O)c2ccccc12)N1CCN(C2c3ccccc3-c3ccccc32)CC1
    -24%, -9%, -8%, -5%, -7%, 7%, 5%, -18%
- CC(C)Cn1cc(C(=O)NCCCN2CCCC2=O)c2c3ccccc3n(C)c2c1=O
    -2%, -1%, -12%, x, -5%, -4%, -1%, -9%
- Cc1ccccc1-c1nnn(CC(=O)c2ccc(S(=O)(=O)N3CCCC3)cc2)n1
    9%[10 µM], -27%, i, -1%, -1%, -10%, -6%, -9%
- COc1cc(NC(=O)CN2CCN(Cc3ccc4c(c3)OCO4)CC2)cc(OC)c1
    -10%, -2%, i, x, -7%, -4%, 5%, -1%
- Cc1cc(-c2c(C(=O)N3CCOCC3)c(C)nn2-c2ccccc2)no1
    3%[10 µM], -7%, -2%, 1%, -1%, 3%, -4%, -8%
- CN(C)c1ccc(-c2nc3ccccn3c2Nc2ccc3c(c2)OCCO3)cc1
    x, u, x, x, 0%, 4%, 12%, u
- O=C(Cn1c(=O)oc2ccccc21)c1ccccc1
    7%[4.97 µM], -14%, -6%, 0%, 0%, 1%, -2%, -6%
- CC(Sc1nnnn1C)C(=O)Nc1ccccc1-c1ccccc1 (stereo unspecified)
    -5%, 3%, -10%, -3%, 0%, 2%, -2%, 0%
- O=C1C=CC(=C(c2ccc(O)cc2)c2ccc(O)cc2)C=C1
    -147%[inhibitor], u, i, -2%, 0%, 1%, -6%, u
- Cc1nnc(NC(=O)c2ccc(S(=O)(=O)N3CCc4ccccc4C3)cc2)o1
    -41%[inhibitor], -2%, i, 46%[activator], -1%, -4%, 10%, 0%
- COc1ccc(NC2c3ccccc3C(=O)N2c2cccnc2)cc1Cl (stereo unspecified)
    -11%, -14%, 3%, u, -1%, -6%, 5%, -2%
- Cc1cc(NC(=O)c2sccc2C)n(-c2cccc(Cl)c2)n1
    -26%, -2%, -6%, 6%, -2%, -6%, 4%, -7%
- CCCc1cc(=O)[nH]c(SCc2cc(Cl)ccc2OC(F)F)n1
    u, -6%, -12%, 2%, 0%, -14%, 5%, -12%
- COc1ccc(C(=O)NNC(=O)c2ccccn2)cc1
    -46%[inhibitor][10 µM], -4%, -5%, -5%, -1%, -7%, -6%, 0%

Entries of single compounds as entered above:
O=C1C=CC(=C(c2ccc(O)cc2)c2ccc(O)cc2)C=C1 in the list: HTT cytoprotect = -147%[inhibitor]; Tau fluor counter = u; RECQ1 helicase = i; L3MBTL1 block = -2%; TexasRed fluor = 0%; TRb-SRC2 inh = 1%; Tau fibril FP = -6%; Tau fibril ThT = u
O=C(Cn1c(=O)oc2ccccc21)c1ccccc1 in the list: HTT cytoprotect = 7%[4.97 µM]; Tau fluor counter = -14%; RECQ1 helicase = -6%; L3MBTL1 block = 0%; TexasRed fluor = 0%; TRb-SRC2 inh = 1%; Tau fibril FP = -2%; Tau fibril ThT = -6%

(listing goes on)
Each structure is followed by: HTT cytoprotect, Tau fluor counter, RECQ1 helicase, L3MBTL1 block, TexasRed fluor, TRb-SRC2 inh, Tau fibril FP, Tau fibril ThT
- O=C(c1c(O)c2ccccc2oc1=O)C1CCCCC1
    -6%, -6%, i, x, 0%, -7%, 1%, -8%
- CCOC(=O)c1cc(-c2ccccc2)sc1NC(=O)c1ccc(OC)cc1
    11%, -1%, -4%, 3%, 1%, 3%, -7%, -8%
- COc1ccccc1C1c2c(-c3ccc(Cl)cc3)n[nH]c2C(=O)N1c1ccc(C)cc1 (stereo unspecified)
    x, -27%, x, x, 0%, 0%, u, -2%
- CC1=C(C(=O)NCc2ccc(Cl)cc2)C2(CCCCCC2)OC1=O
    x, -16%, x, x, u, -3%, -5%, 0%
- Cc1ccc2cc(CCNC(=O)C(C)C)c(=O)[nH]c2c1C
    -17%, -1%, 11%, 11%, -3%, 3%, 7%, -2%
- O=C(/C=C/c1ccco1)Nc1ccc(S(=O)(=O)N2CCOCC2)cc1
    -18%[10 µM], -19%, i, -7%, 1%[53 µM], 5%[53 µM], -16%, -6%
- CCOc1cccc2cc(-c3nc4sc5c(c4c(=O)[nH]3)CCC(C(C)(C)C)C5)c(=O)oc12 (stereo unspecified)
    x, -22%, x, x, 5%, -11%, -13%, -8%
- Cc1ccc(/C([O-])=C(/C(=S)NCc2ccco2)[n+]2ccccc2)cc1[N+](=O)[O-]
    -12%[10 µM], -6%, 10%, 10µM*, 0%, 11%, 1%, u
- COc1ccc(CCNC(=O)C2CC(=O)N(CCc3ccccc3)C2)cc1OC (stereo unspecified)
    -32%, 11%&-19%, i, 2%, 0%&-2%, 3%&3%, 2%&-7%, 12%&-13%
- COc1ccc(C(=O)Nc2ccc3nc(SCC(=O)N4CCCc5ccccc54)sc3c2)cc1
    x, -28%, x, x, u, -8%, u, 2%
- COCC(C)n1c(SCC(=O)NNC(=O)c2ccccc2)nc2ccccc2c1=O (stereo unspecified)
    5%[1.9 µM], -4%, 8%, -5%, 2%, -4%, 9%, 3%
- Cc1cc2c(cc(C(=O)OCC(=O)NCc3ccco3)n2C)s1
    -36%, 2%, -9%, -1%, -1%, -24%, 3%, -2%
- CC(Sc1nnc(NCc2ccccc2)s1)C(=O)Nc1ccc2c(c1)C(=O)c1ccccc1C2=O (stereo unspecified)
    -5%[10 µM], u, -8%, -9%, -6%, -5%, u, u
- CNC(=O)NC(=O)CSc1nnc(-c2ccco2)n1Cc1ccccc1
    -2%, 4%, 1%, 7%, -2%, -3%, -2%, -4%
- CCOC(=O)c1[nH]c2ccc(OC)cc2c1NC(=O)c1nonc1C
    0%, -23%, -6%, -1%, 0%, -4%, 4%, -8%
- CCn1c(=O)n(CC(=O)Nc2cc(OC)c(OC)c(OC)c2)c(=O)c2ccccc21
    -6%[10 µM], -8%, -2%, x, 1%, 4%, 1%, -8%
- CC(C)C(=O)NC(=S)Nc1ccccc1C(F)(F)F
    6%, -9%, 2%, 4%, 4%, 2%, -9%, -14%
- CC12CCC(C1)C(C)(C)C2OC(=O)c1ccccc1C(=O)O (stereo unspecified)
    5%[10 µM], -3%, -4%, 2%, -3%, 4%, -1%, -6%
- Cc1ccccc1Cn1nc(C)c(NC(=O)/C=C/c2cnn(C)c2C)c1C
    31%[10 µM], 4%, i, 1%, 0%, -2%, 3%, -2%
- CN(Cc1cccnc1)Cc1cn(C)nc1-c1ccc(Oc2ccccc2)cc1
    -7%, -2%, -3%, -12%, 0%, -7%, -3%, -2%
- Nc1nc(CN2CCCCC2)cs1
    14%[10 µM], 0%, -1%, 1%, 0%, 9%, 2%, -9%
- O=C(O)C1C2CCC(C2)C1C(=O)NCCC1=CCCCC1 (stereo unspecified)
    x, 2%, 0%, 10%, 0%, -6%, -8%, -2%
- CC(C)C[C@H](N)c1nnc(SCc2ccc(Cl)cc2)o1
    13%[10 µM], -16%, -5%, 51%[activator], -2%, 1%, 5%, -14%
- CC1CCN(S(=O)(=O)N2CCC(C(=O)NCc3cccnc3)CC2)CC1
    17%[10 µM], -29%, -2%, x, -3%, 7%, 6%, x
- COc1ccc(CCNC(=O)CN(c2ccccc2OC)S(C)(=O)=O)cc1OC
    3%, 7%, -1%, 9%, 0%, 2%, 9%, -1%
- Cc1ccc(CNC(=O)CSc2nnc(C)c3c(C)n(-c4ccccc4)nc23)cc1
    x, -10%, x, x, 0%, -1%, -6%, u
- COc1cc(-c2nnc(CSc3nnc4nc(C)cc(C)n34)o2)cc(OC)c1OC
    10%, 0%, i, x, -1%, 5%, 4%, 0%
- O=C(CSc1nnnn1-c1ccccc1)c1ccco1
    -8%[10 µM], 4%, -5%, -1%, -1%, 1%, 1%, -1%
- OCC#Cc1cnc2ccccc2c1
    -27%[10 µM], -3%, -6%, 1%, 0%, 0%, -5%, -10%
- CCOc1ccc(S(=O)(=O)c2cn(Cc3ccc(OC)cc3)c3ccc(F)cc3c2=O)cc1
    x, -17%, x, x, -2%, 4%, -13%, -2%
- Cc1ccc2nc(CNC(=O)c3ccccc3)[nH]c2c1
    x, -9%, x, x, -1%, 7%, -8%, -8%
- Oc1c(Br)cc(Br)cc1C=Nc1ccc2[nH]ncc2c1
    -11%[10 µM], -23%, i, x, -4%, -2%, u, u
- CCOC(=O)c1sc(NC(=O)CSc2n[nH]c(-c3ccc(Cl)cc3Cl)n2)c(C#N)c1C
    -66%[inhibitor], u, i, -2%, -2%, 3%, u, u
- Cc1ccc(C(=O)N/C(=C\c2cccs2)C(=O)NCc2cccnc2)cc1
    7%[10 µM], 8%, -13%, 41%[activator], -5%, 1%, 3%, 5%
- O=C(c1cc(N2C(=O)C3C4CCC(C4)C3C2=O)ccc1Cl)N1CCN(c2ccccc2F)CC1 (stereo unspecified)
    -11%[10 µM], -5%, 1%, -8%, 2%, -1%, 6%, -12%
- CCCN(Cc1cccs1)C(=O)Nc1ccc(Br)c(C)c1
    x, -13%, x, x, 0%, 1%, -1%, -7%
- CC(=O)Nc1ccc(NC(=O)CCc2nc3cccnc3n2Cc2cccs2)cc1
    x, -14%, x, x, 7%, -4%, 4%, u
- O=C(CSc1nccc(=O)[nH]1)Nc1ccc(S(=O)(=O)N2CCOCC2)cc1
    5%[1.9 µM], 2%, -5%, 5%, 0%, -4%, 0%, -8%
- COC(=O)c1c(=O)n(O)c2ccc(OC)cc2[n+]1[O-]
    -5%, -5%, -17%, -9%, -5%, 4%, -6%, -9%
